KCNQ2 block: KCNQ2 potassium channel inhibitors, primary screen, cell-based, CHO-K1, FluxOR thallium flux, B-score (AID 2156) | O88943 | 20 min; stronger effect = lower value | B-score at 10 µM | 310,000 compounds, 1.1% hits;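 active = fluorescence ratio B-score at most minus 3 library SDs, with starting brightness B-score within 2 library SDs, cut at about -5.5 in these data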
Kir21 block: inhibitors of mouse Kir2.1 inward-rectifier potassium channel. HEK293-Kir2.1, FluxOR thallium flux fluorescence; stronger effect = lower value. B-score at 10 µM. 310,000 compounds, 0.85% hits;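 active = fluorescence ratio B-score at or below minus 3 SD of library scores, with starting-brightness B-score within 2 SD, cut at about -4.2 in these data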;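 note: channel flux triggered by added potassium and thallium sulfate stimulus; B-score of peak minus minimum fluorescence over baseline after thallium stimulus; more negative B-score means stronger Kir2.1 block with less thallium influx; some compounds called inactive have numbers as strong as hits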
Target sequence (P35561 whole entry, looked up): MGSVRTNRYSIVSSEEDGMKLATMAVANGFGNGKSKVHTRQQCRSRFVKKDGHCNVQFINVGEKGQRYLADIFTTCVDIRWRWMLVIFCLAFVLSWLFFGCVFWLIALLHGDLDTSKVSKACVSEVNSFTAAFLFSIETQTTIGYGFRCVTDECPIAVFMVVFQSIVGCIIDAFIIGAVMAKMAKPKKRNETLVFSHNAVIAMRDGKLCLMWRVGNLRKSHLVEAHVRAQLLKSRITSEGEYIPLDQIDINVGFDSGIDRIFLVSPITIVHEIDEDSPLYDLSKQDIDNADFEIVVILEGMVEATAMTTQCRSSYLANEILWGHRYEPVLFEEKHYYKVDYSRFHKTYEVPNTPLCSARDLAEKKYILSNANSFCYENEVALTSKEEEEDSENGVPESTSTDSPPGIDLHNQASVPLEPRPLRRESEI
CHT block: inhibitors of human choline transporter CHT; Q9GZV3; CHT-expressing cells, membrane potential dye, choline response; stronger effect = lower value; B-score at 10 µM; 310,000 compounds, 0.86% hits; AID 488975;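 active = B-score over 3 SD under the library average, and starting fluorescence ratio not unusually high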;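 note: choline stimulus applied at its EC90 after an EC20 pre-addition; B-score computed on integrated fluorescence ratio after choline addition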
Target sequence (Q9GZV3 whole entry, looked up): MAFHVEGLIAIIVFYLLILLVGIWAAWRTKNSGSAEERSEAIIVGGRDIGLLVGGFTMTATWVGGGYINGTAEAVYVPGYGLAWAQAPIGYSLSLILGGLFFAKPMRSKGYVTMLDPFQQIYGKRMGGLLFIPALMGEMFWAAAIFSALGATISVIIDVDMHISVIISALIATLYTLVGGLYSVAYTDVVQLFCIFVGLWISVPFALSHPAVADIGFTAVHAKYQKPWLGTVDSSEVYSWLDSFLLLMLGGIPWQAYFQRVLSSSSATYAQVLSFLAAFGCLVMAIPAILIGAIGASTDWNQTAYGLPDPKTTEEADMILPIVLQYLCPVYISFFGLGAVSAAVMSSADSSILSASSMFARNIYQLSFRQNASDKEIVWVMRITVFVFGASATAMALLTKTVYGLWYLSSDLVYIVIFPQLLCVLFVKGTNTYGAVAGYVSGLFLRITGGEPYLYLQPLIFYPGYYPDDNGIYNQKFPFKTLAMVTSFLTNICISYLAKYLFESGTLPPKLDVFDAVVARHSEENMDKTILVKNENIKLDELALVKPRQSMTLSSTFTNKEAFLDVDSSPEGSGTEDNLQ
The depositor's hits bear a star; i = inactive; x = no result given.

Start of the data: the first seven entries (preview)
nr	Compound	KCNQ2 block	Kir21 block	CHT block
1	CCN1CCN(CC(=O)c2ccc(C)cc2)CC1	i	-0.71	i
2	COC(=O)c1ccccc1N(C)C(=O)C12CCC(C)(C(=O)O1)C2(C)C (stereo unspecified)	i	0.03	i
3	COc1cccc2cc(C(=O)N3CCC(C)CC3)c(=O)oc12	i	0.96	i
4	Cc1ccc2c(c1)c1c3n2CCN(CC(O)CNC(C)C)C3CCC1 (stereo unspecified)	i	0.61	i
5	C/C(=N\NC(=O)c1ccco1)c1cc2ccccc2o1	i	2.4	i
6	CC1CCN(C(=S)NC2CCCCC2)CC1	i	-2.8	i
7	c1ccc2cc(CNCc3cccc4ccccc34)ccc2c1	i	-0.08	i

All compounds of this part, from the first entry:
nr	Compound	KCNQ2 block	Kir21 block	CHT block
1	CCN1CCN(CC(=O)c2ccc(C)cc2)CC1	i	-0.71	i
2	COC(=O)c1ccccc1N(C)C(=O)C12CCC(C)(C(=O)O1)C2(C)C (stereo unspecified)	i	0.03	i
3	COc1cccc2cc(C(=O)N3CCC(C)CC3)c(=O)oc12	i	0.96	i
4	Cc1ccc2c(c1)c1c3n2CCN(CC(O)CNC(C)C)C3CCC1 (stereo unspecified)	i	0.61	i
5	C/C(=N\NC(=O)c1ccco1)c1cc2ccccc2o1	i	2.4	i
6	CC1CCN(C(=S)NC2CCCCC2)CC1	i	-2.8	i
7	c1ccc2cc(CNCc3cccc4ccccc34)ccc2c1	i	-0.08	i
8	COc1ccc2c(c1)c(C(=O)CN1CCOCC1)c(C)n2C	i	0.74	i
9	Cc1cc(=O)oc(C)c1C(=O)OCC(=O)c1ccc2ccccc2c1	i	-1.4	i
10	COc1cccc(CC(NC(C)=O)C(=O)NC2CCN(c3nc(C)cc(C)c3C#N)CC2)c1 (stereo unspecified)	i	-0.89	i
11	CC(=O)N1C(=O)C2(C(C#N)=C(N)Oc3cc(C)oc(=O)c32)c2ccccc21 (stereo unspecified)	i	-0.16	i
12	CCN(CC)CCNc1nc2nonc2nc1NCCN(CC)CC	i	1.7	i
13	O=C(Nc1ccc2c(c1)OCO2)c1ccc(Br)o1	i	1.2	i
14	Cc1ccc(S(=O)(=O)N(OCc2ccccc2)C(C)C(=O)O)cc1 (stereo unspecified)	i	0.2	i
15	CC(C)NC(=O)c1ccc(-c2cc(C(F)(F)F)ccc2Cl)o1	i	0.18	i
16	Cn1cc(Br)c(C(=O)NC(=S)N2CCN(c3ccccn3)CC2)n1	i	0.36	i
17	CCOc1ccccc1NC(=O)CCNC(=O)c1ccco1	i	1.8	i
18	Nc1nc(Nc2ccccc2)nc(NC2CCCCC2)c1[N+](=O)[O-]	i	0.18	i
19	CCOCCc1nnc(NC(=O)CCS(=O)(=O)c2ccccc2)s1	i	0.84	i
20	COc1ccc(N2CCN(C(=O)CN3C(=O)NC4(CCCc5ccccc54)C3=O)CC2)cc1 (stereo unspecified)	i	-3.8	i
21	COC(=O)CSc1nnc2n(-c3ccc(OC)cc3)c(=O)c3c4c(sc3n12)CCCCC4	i	2.2	i
22	CCOc1cc(/C=C2\N=C3CCCCCN3C2=O)ccc1O	i	-1.9	i
23	C=CCn1c(N)cc(=O)nc1SCC(=O)NC(C)c1ccccc1 (stereo unspecified)	i	-0.22	i
24	O=C(O)C1CC=CCC1C(=O)NCCCN1CCCC1=O (stereo unspecified)	i	0.07	i
25	NC(=O)c1ccc(NC(=O)CN2CCN(c3ccc(Cl)cc3)CC2)cc1	i	-0.92	i
26	COc1cccc(CN(C)C(=O)c2cc(COc3ccc4ncccc4c3)on2)c1	-7.5*	-1.9	-6*
27	COc1ccc(OC)c(C2C(C(C)=O)=C(O)C(=O)N2CCc2ccc(OC)c(OC)c2)c1 (stereo unspecified)	i	-0.65	i
28	O=C(O)c1ccc(CN2C(=O)c3cccc4c([N+](=O)[O-])ccc(c34)C2=O)cc1	-8.6*	-0.2	x
29	COC(=O)/C(=N/Nc1ccc(C)cc1)N1CCCc2ccccc21	i	-0.02	i
30	COc1cccc(CNS(=O)(=O)c2cc3c4c(c2)CCC(=O)N4CCC3)c1	i	-2	i
31	CN(C)S(=O)(=O)c1ccc(C(=O)Nc2ccn(C)n2)cc1	i	-2.3	i
32	N#C/C(=C(/O)COC(=O)c1ccc(O)cc1)c1nc2ccccc2[nH]1	i	0.09	i
33	CC(C)(C)c1ccc(C(=O)N2CCC(C(=O)NCc3ccco3)CC2)cc1	i	-0.12	i
34	O=C(CN1CCCCCC1=O)OCc1ncc(-c2ccccc2)o1	i	-1.3	i
35	Cc1ccc(-n2nc3c(=O)n(CCCC(=O)NCCN4CCN(C)CC4)nc(C)c3c2C)cc1	i	-0.02	i
36	COC(=O)c1ccc(Oc2nc(Nc3ccccc3)nc(N(C)C)n2)cc1	i	-0.41	i
37	O=C1CC(NNc2nc3ccccc3s2)C(=O)N1c1ccc(F)cc1 (stereo unspecified)	i	-0.6	i
38	Fc1ccc(OCc2nc3ccccc3s2)cc1	i	1.6	i
39	N#Cc1cccc(C(=O)OCC(=O)N2CCCc3ccccc32)c1	i	0.27	i
40	Cc1ccc(S(=O)(=O)NCCNC(=O)c2nonc2N)cc1	i	3.1	i
41	CC(=O)Oc1ccc(-c2cccc(C(=O)Oc3ccccc3)c2)cc1	i	0.73	i
42	COc1ccc(C(=O)CSc2nc3ncccc3[nH]2)cc1OC	i	1.5	i
43	CCc1nnc(NC(=O)CSc2ccc(-c3ccco3)nn2)s1	i	1.5	i
44	NNC(=O)c1cc2c(s1)CCCCCC2	i	-0.35	i
45	CCc1c(C)c2ccc(OC(C)C(=O)NC(Cc3c[nH]c4ccc(O)cc34)C(=O)O)c(C)c2oc1=O (stereo unspecified)	i	0.16	i
46	Cc1ccc(Cc2nnc(SCC(=O)Nc3ccccc3C)[nH]c2=O)cc1	i	0	i
47	CC(C)Cc1ccc(S(=O)(=O)N2CCCC2)cc1	i	0.89	i
48	COc1ccc(S(=O)(=O)N2CC3CCCN3c3cc(C(F)(F)F)ccc32)cc1 (stereo unspecified)	i	0.94	i
49	Cc1ccc(C)c(NC(=O)COC(=O)c2cccc(S(=O)(=O)N3CCCCC3)c2)c1	i	0.18	i
50	CCOC(=O)c1cnc(/N=C/N(C)C)s1	i	0.05	i
51	O=C(O)C(c1ccccc1)C(c1ccccc1)c1ccccc1 (stereo unspecified)	i	-0.57	i
52	Clc1cccc(Oc2ncccn2)c1	i	-2	i
53	O=C(Nc1ccccc1Cl)c1ccc([N+](=O)[O-])o1	i	-0.33	i
54	CN(C)CCCSc1nc(-c2ccccc2)nc2c1CCC2	i	-9.7*	i
55	Cn1nnnc1SCC(=O)NC1CCCCC1	i	-1.1	i
56	O=C(c1cc([N+](=O)[O-])ccc1Cl)N1CCN(Cc2ccc3c(c2)OCO3)CC1	i	-0.35	i
57	Cc1ccc(OCc2ccc(C(=O)Nc3nccs3)o2)cc1	i	0.36	i
58	COc1ccc(C2(C)NC(=O)N(CC(=O)Nc3ccc(S(=O)(=O)N4CCCC4)cc3)C2=O)cc1 (stereo unspecified)	i	0.63	i
59	CCSC1=C(C#N)C2(CCCCC2)C2=C(CC(C)(C)CC2=O)N1	i	-0.13	i
60	COc1cccc(C2C(C(=O)Nc3ccc(C)cc3C)=C(C)Nc3ncnn32)c1OC (stereo unspecified)	-12*	-0.08	i

Carrying on:
nr	Compound	KCNQ2 block	Kir21 block	CHT block
61	CCOC(=O)c1ccc(NC(=O)CSc2nc3c(c(=O)n2-c2ccccc2OC)SCC3)cc1	i	0.59	i
62	C[C@@H]1NC(=O)c2cc([N+](=O)[O-])cc(I)c2OCC[C@@H](C(N)=O)NC(=O)[C@H](CCCCN)NC1=O	i	0.57	i
63	O=C(Nc1ccccc1-c1ccccc1)c1ccc(Br)o1	i	0.75	i
64	N#Cc1c(=O)c2nc(NCCCO)ncc2n2c(=O)c3ccccc3[nH]c12	i	-0.86	i
65	O=C(OCC(=O)N1CCN(C(=O)c2ccco2)CC1)c1ccccc1O	i	0.83	i
66	O=C(Nc1ccc(F)cc1)c1cccnc1NCCc1ccccc1	i	-1.4	i
67	Cc1ccc2nc(NC(=O)c3cccc(-c4cc5ccccc5oc4=O)c3)sc2c1	i	0.63	i
68	CC(=O)c1ccc(-n2ccc(=O)cc2)cc1	i	0.2	i
69	CN1C(=O)Nc2cccc3cccc1c23	i	-0.1	i
70	COc1ccc(NC(=O)Nc2cnccn2)cc1OC	i	-3.5	i
71	COc1ccccc1NS(=O)(=O)c1cc(NC(=S)NCCN2CCOCC2)ccc1N1CCOCC1	i	-0.27	i
72	Cc1cc(C)cc(NC(=S)/N=C(\N)Nc2nc(C)c3ccccc3n2)c1	i	1.1	i
73	COc1cc(C2Nc3ccccc3NC3=C2C(=O)CC(C)(C)C3)cc(OC)c1OC (stereo unspecified)	i	-0.09	i
74	CCOC(=O)N1CCC2(CC1)CC(=O)c1cc(O)ccc1O2	i	-1	i
75	COC(=O)c1ccccc1NC(=O)c1ccc(Cn2cc(Cl)cn2)o1	i	-2.3	i
76	CC(=O)N(C)c1ccc(NC(=S)NCC(C)C)cc1	i	0.44	i
77	COc1cc(OC)c(C(=O)NCc2cccnc2)cc1OC	i	0.19	i
78	CSc1nncn1/N=C/c1ccccc1F	i	-2.5	i
79	Cc1nn(Cc2ccc([N+](=O)[O-])cc2)c(=O)n1-c1ccccc1Cl	i	-0.5	i
80	Cn1c(=O)oc2cc(S(=O)(=O)N3CCCC(C(=O)Nc4nccs4)C3)ccc21 (stereo unspecified)	i	-0.74	i
81	C=CCn1c(=O)n2ncnc2c2c3c(sc21)CCCC3	i	1.1	i
82	COc1cc(NC(=O)c2cccs2)ccc1NC(=O)c1ccco1	i	1.3	i
83	Cc1nn(C(C)(C)C)c(OC(=O)c2ccco2)c1Sc1ccccc1	-6.1*	-0.36	i
84	O=C(Nc1cccc(-c2cnc3ccccc3n2)c1)c1cccc(NC(=O)c2ccco2)c1	i	-0.17	i
85	CN(C)C(=O)NCc1ccc(S(N)(=O)=O)cc1	i	-0.59	i
86	COC(=O)[C@H](CCSC)NC(=O)Nc1cc(OC)cc(OC)c1	i	-0.13	i
87	O=C(CN(c1ccc2c(c1)OCCO2)S(=O)(=O)c1ccccc1)NCc1ccc(Cl)cc1	i	-0.58	i
88	COc1ccc2oc(C(=O)OCC(=O)/C(C#N)=C(\C)N)c(C)c2c1	i	-1.6	i
89	O=C(COC(=O)c1ccccn1)c1cccc(Br)c1	i	-0.28	i
90	NC(=O)c1cc(S(=O)(=O)NCCc2ccc(S(N)(=O)=O)cc2)cs1	i	1	i
91	NC(=O)[C@H]1CC2(CC(c3cccc(NC(=O)CC(c4ccccc4)c4ccccc4)c3)=NO2)CN1C(=O)CC(c1ccccc1)c1ccccc1 (stereo partly specified)	i	-0.67	i
92	Cn1cnc2c1c(=O)n(Cc1ccc(F)cc1Cl)c(=O)n2C	i	0.18	i
93	Cc1ccc(/C=C/C(=O)NCc2ccc3c(c2)OCO3)o1	i	0.1	i
94	COc1ccc(NC(=O)c2cc(-c3ccccc3OC)on2)cc1	i	-0.48	i
95	CC(C)NC(=O)CCc1nnc(Cc2cccc(C(F)(F)F)c2)o1	i	0.97	i
96	CCSc1nnc(NC(=O)c2ccc3ccccc3n2)s1	i	1.1	i
97	CCS(=O)(=O)N1Cc2ccccc2CC1C(=O)Nc1ccc(NC(C)=O)cc1 (stereo unspecified)	i	1.6	i
98	COc1ccccc1Nc1nn2c(=O)c3ccc(C(=O)NCc4cccnc4)cc3nc2s1	i	-0.43	i
99	CCc1ccc(NC(=O)CSc2nnc(-c3cnccn3)n2Cc2ccco2)cc1	i	-0.39	i
100	COC(=O)c1cccc(NC(=O)CN2C(=O)c3ccccc3C2=O)c1	i	2.2	i
101	C=C(C)C(=O)Oc1ccc(N2C(=O)CCC2=O)cc1	i	-0.01	i
102	CCS(=O)(=O)c1nc(S(=O)(=O)c2ccc(C)cc2)c(N2CCCC2)s1	i	-2.5	i
103	O=C(c1scc2c1CCCC2)N1CCCCC1	i	0.59	i
104	CCOC(=O)C1CCCN(CCC(=O)Nc2ccccc2)C1 (stereo unspecified)	i	-0.58	i
105	O=P(OC1CCCCC1)(OC1CCCCC1)C(O)c1cccnc1 (stereo unspecified)	i	-0.44	i
106	O=C(/C=C/c1ccc2c(c1)OCO2)c1ccc[nH]1	i	0.6	i
107	CCOC(=O)c1c(O)c2cccc3c2n(c1=O)CC3	i	-0.22	i
108	CCOc1cc(/C=C/c2cc(C(F)(F)F)[nH]c(=O)n2)ccc1O	i	-0.65	i
109	CC(C)(C)c1cc(C(=O)NNC(=O)Nc2ccccc2)n(Cc2ccccc2)n1	i	1.3	i
110	COc1ccc(NS(=O)(=O)c2cc(NC(=O)c3sccc3C)ccc2N2CCOCC2)cc1	i	-2.7	i
111	CSc1ccccc1NC(=O)c1ccncc1	i	0.66	i
112	c1cn(CCCNc2ncnc3nc[nH]c23)cn1	i	-0.39	i
113	O=C(NNc1nc2c(F)cc(F)cc2s1)C1COc2ccccc2O1 (stereo unspecified)	i	-0.48	i
114	CCN1CCN(C(=O)Nc2ccc(OC)cc2OC)CC1	i	-0.28	i
115	COc1ccc(CCn2c(=N)c(C(=O)NCC3CCCO3)cc3c(=O)n4cccc(C)c4nc32)cc1 (stereo unspecified)	i	1.2	i

High-throughput results deposited in PubChem by Johns Hopkins Ion Channel Center.

Compounds were not picked by outcome. About 2.6% of those tested had a hit in this group.
